Lipid storage S3 = qHTS Assay for Lipid Storage Modulators in Drosophila S3 Cells | AID 2685, 2010 | 320,000 compounds, 0.64% hits | Drosophila S3 cells, BODIPY lipid droplet fluorescence, 18-24 h; cells fed with added oleic acid | lipid storage change, negative = inhibition, % at the top dose, mostly 46.1 µM; hits show Potency in µM; active = well fitted inhibition curve with a large enough effect in the signal ratio, with a control signal flat, not every such curve was filed as active; inconclusive = small, poorly fitted or top-dose-only effect, or effect the other way, or a change in a side signal; the % refers to the signal ratio
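Drosophila S3 cells loaded with oleic acid (400 uM, as added) and compounds at several concentrations; lipid droplets imaged by 488-nm laser-scanning cytometry, 500–530 nm intensity and object ratio to cell channel. Percent activity normalized to 20 uM Triacsin C.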
Lipid storage S3 cell count max = also measured in Lipid storage S3; calls as there; cell number change, %; measured here: cell count max response;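 cells counted by Cell Tracker Red CMTPX staining in the red channel; peak over a dose series mostly up to 46.1 µM; percent activity relative to internal control wells on each plate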
* = called active by the depositor; i = inactive; ? = inconclusive; . = no result given; [ ] = remark or other dose. % is set by controls: 0 for no effect and ±100 for the full control effect; potency is the fitted concentration of half-maximal effect.

compound | Lipid storage S3 | Lipid storage S3 cell count max
COc1ccc(S(=O)(=O)N2CCC(c3nc4ccccc4[nH]3)CC2)cc1 | ? | .
O=C1OCC2=C1C(c1ccccc1)CC(=O)N2c1ccc(F)cc1 (stereo not given) | ? | .
CCn1c(CSCc2ccc(C)cc2)n[nH]c1=S | 4.3% | -12.1
OC[C@H]1O[C@@H](n2cnc3c(NC4CCCC4)ncnc32)[C@H](O)[C@@H]1O | ? | .
O=S(=O)(c1ccc(N2CCC(c3ccc(Cl)cc3)=N2)cc1)N(CCO)CCO | ? | .
Cc1ccc(NC(=O)c2cc3c(=O)oc4ccccc4c3s2)nc1 | ? | .
O=C(CSc1nc2ccc([N+](=O)[O-])cc2[nH]1)c1ccc(Cl)cc1 | ? | .
N#C/C(=C\c1ccncc1)C(=O)Nc1ccc(C(=O)O)cc1 | 0.9% | 21.1
Cc1cc(Oc2ccc(Cl)cc2)nc(-c2ccccn2)n1 | 10.9% | 9.4
O=C(NCC1CCCO1)c1ccc(NC(=O)c2ccc([N+](=O)[O-])cc2)cc1 (stereo not given) | 5.7% | 13.2
Cc1ccc(Cn2c(SCc3cccnc3)nc3c2c(=O)n(C)c(=O)n3C)cc1 | -0.1% | .
O=C1CC(Sc2ccc(Cl)cc2)C(=O)N1Cc1ccncc1 (stereo not given) | ? | .
CCOc1ccc2nc(N(CCN(C)C)C(=O)c3cc4ccccc4cc3OC)sc2c1 | ? | .
Cc1cc(C(=O)OCC(=O)NNC(=O)c2cccs2)ccc1[N+](=O)[O-] | ? | .
CCN1CCCC1CNC(=O)Cn1cnc2ccc(S(=O)(=O)N3CCC(C)CC3)cc2c1=O (stereo not given) | ? | .
O=Cc1[nH]c2ccccc2c1N(C(=O)CCl)c1ccc([N+](=O)[O-])cc1 | ? | .
COc1ccc(NC(=O)c2ccco2)cc1NC(=O)c1ccccc1 | ? | .
Cc1ccccc1CSCCNC(=O)CSCc1ccc([N+](=O)[O-])cc1 | 13.0% | -11.7
CO/N=C\CC(=O)Nc1ccc(Cl)cc1Cl | ? | .
N#CC(C#N)=Cc1ccc(NC(=O)c2ccc(Br)cc2)cc1 | -4.5% | 11.7
COc1ccc(/C=C/C(=O)NC(=S)NNC(=O)c2ccco2)cc1OC | ? | .
C=CCN=C1S/C(=C\c2ccc(N(C)C)cc2)C(=O)N1CC=C | 10.7% | -3.3
COC(=O)C1=C(N)OC2=C(C(=O)CC(C)(C)C2)C1c1ccoc1 (stereo not given) | ? | .
CCCn1nnnc1NCc1ccc(OC)cc1 | i | 20.3
COc1ccc(C(=O)/C=C2/C(=O)Nc3ccccc32)cc1 | ? | .
CC(OC(=O)c1nn(C)c(=O)c2ccccc12)C(=O)NC1CCCCC1C (stereo not given) | ? | .
CCN(Cc1ccccc1)C(=O)c1cccc(S(=O)(=O)N2CCN(c3ccccc3)CC2)c1 | -10.3%[0.0737 µM] | .
CC(C(=O)NC(N)=O)N1C(=O)NC(c2ccccc2)(c2ccccc2)C1=O (stereo not given) | ? | .
N#C/C=C1\Sc2ccccc2C(=O)N1CC(=O)N1CCN(S(=O)(=O)c2ccccc2)CC1 | 17.4% | -17.5
O=C(O)c1ccccc1N/N=C/c1c(Sc2nnnn2-c2ccccc2)nc2ccccn2c1=O | ? | .
Nc1c(C(=O)c2ccccc2)oc2ccc([N+](=O)[O-])cc12 | -0.7% | -1.3
Cn1c(=O)c(C(=O)NCCc2ccccc2)c(O)c2ccccc21 | ? | .
S=P(N1CC1)(N1CC1)N1CC1 | 6.1% | 13.9
CCC(C)[C@H](NC(=O)NCc1ccc(F)cc1)C(=O)O (stereo not given in full) | -1.1% | 14.3
COc1cccc(N2CC(C(=O)Nc3c(C)cccc3C)CC2=O)c1 (stereo not given) | 4.4% | 4.7
NC(=O)C1(C(N)=O)OC1c1ccccc1 (stereo not given) | -50.2% | -38.4
CCCCOC(=O)Nc1cc(C(=O)OC)ccc1C(=O)OC | ? | .
COc1ccc(CC(=O)OCC(=O)Nc2ccc3c(c2)OCO3)cc1OC | ? | .
COc1ccccc1C(=O)NNC1=NS(=O)(=O)c2ccccc21 | ? | .
COC(=O)c1cc(-c2ccc(OC)cc2)n[nH]1 | ? | .
Nc1[nH]nc2ncc3cc4ccccc4nc3c12 | ? | .
CN(C1=C(N2CCOCC2)C(=O)c2ccccc2C1=O)c1ccccc1 | ? | .
O=C1CCC(=O)N1c1ccc(NCCc2cccc(F)c2)c([N+](=O)[O-])c1 | ? | .
Cc1ccc2c(c1)N(CC(=O)N1CCCCC1C)C(=O)CO2 (stereo not given) | ? | .
COc1ccccc1NC(=O)COC(=O)COc1cccc2c1OC(C)(C)C2 | 6.7% | 0.5
Cc1cc(C(=O)NNC(=O)CCC2CCCCC2)c(C)o1 | -22.0%[9.22 µM] | 10.6
CSCCC(NC(=O)c1ccccc1Cl)C(=O)N1CCN(C(c2ccccc2)c2ccccc2)CC1 (stereo not given) | ? | .
Clc1ccccc1CSc1nncn1-c1cccnc1 | -17.9% | .
COc1cccc(OC)c1C(=O)Nc1ccc(S(=O)(=O)Nc2ncccn2)cc1 | 5.3% | 24.6
Cc1nn(-c2ccccc2)c(NC(=O)c2cccs2)c(-c2ccccc2Cl)c1=O | -12.5% | -10.9

Shown with values under each structure: part of the list above.
Below each SMILES: Lipid storage S3, Lipid storage S3 cell count max
- Cc1cc(C(=O)NNC(=O)CCC2CCCCC2)c(C)o1
    -22.0%[9.22 µM], 10.6
- COc1ccccc1NC(=O)COC(=O)COc1cccc2c1OC(C)(C)C2
    6.7%, 0.5

Following part
compound | Lipid storage S3 | Lipid storage S3 cell count max
CNc1nc2c(C)cccn2c(=O)c1C=NCc1ccccc1 | ? | .
CCOC(=O)c1c(C)[n+](-c2ccc(C)cc2)c(CC)c2cc(OC)c(OC)cc12 | -8.4% | -2.4
CCCc1cc(C(=O)Nc2sc(C(C)=O)c(C)c2C(=O)OCC)no1 | i | .
CCc1cc2c(=O)c(-c3nc4ccccc4n3C)c(C(C)C)oc2c(CN2CCN(C)CC2)c1O | -0.2% | -10.4
COc1ccc(N2C(=O)C3C4C=CC(C4)C3C2=O)nn1 (stereo not given) | ? | .
Nc1cc(C(F)(F)F)ccc1N1CCOCC1 | ? | .
CN(C)c1ncnc2sc(-c3ccccc3)cc12 | ? | .
CN1CCN(c2ccc(NC(=O)c3ccco3)cc2Cl)CC1 | ? | .
CCCN(CC(=O)Nc1ccccc1C)C(=O)C1CCN(c2ncnc3sc(C)c(C)c23)CC1 | ? | .
CS(=O)(=O)c1ccc(C(=O)NCCN2C(=O)S/C(=C\c3cccnc3)C2=O)cc1[N+](=O)[O-] | ? | .
c1ccc(OCCCCN2CCCCC2)cc1 | ? | .
C/C(CCC(C)C)=N\NC(=O)COc1ccccc1-c1ccccc1 | ? | .
C=CCN(c1ccc(C(=O)NCCCn2ccnc2)cc1)S(C)(=O)=O | -5.7% | 6.9
Cc1cccc(-n2c(SC(C)C(=O)O)nc3sc4c(c3c2=O)CCCC4)c1 (stereo not given) | -0.4% | -3.0
COc1ccc(CC(=O)N2N=C(C)CC2(O)c2cccnc2)cc1OC (stereo not given) | -17.5% | -0.7
Cc1cc([N+](=O)[O-])cc2c1NC(=O)C2(O)N1CCOCC1 (stereo not given) | 5.3% | 5.3
Cc1ccc(-c2[nH]ncc2C(=O)c2ccccc2C)c(O)c1 | ? | .
COc1ccc(CNC(=O)C2CCCN(S(=O)(=O)c3cccc4nsnc34)C2)cc1 (stereo not given) | ? | .
CCOC(=O)C(/C=C(\C#N)C(=O)OCC)=C(/N)N1CCN(c2c(C)cccc2C)CC1 | ? | .
CS(=O)(=O)c1cccc(NC(=O)c2ccc(Cl)c(Cl)c2)c1 | -1.3%[9.22 µM] | -8.0
CCOCc1nc(C)c(Cl)c(NS(=O)(=O)c2ccc(N)cc2)n1 | ? | .
Cc1nn(C(=O)c2cc3sccc3[nH]2)c(C)c1C | ? | .
CN(C)c1ccc(C(C(=O)NC2CCCC2)N(C(=O)c2ccco2)C2CC2)cc1 (stereo not given) | ? | .
CCn1ncc(CN2CCN(Cc3ccc(OC)c(C)c3C)C(CCO)C2)c1C (stereo not given) | ? | .
COc1ccc(-c2csc(N(CCCN(C)C)C(=O)c3cccs3)n2)cc1 | 9.2% | -14.4
CN(CCc1ccccc1)C1CCCN(C(=O)Cn2cccn2)C1 (stereo not given) | ? | .
NC(=O)COC(=O)c1ccc(-c2ccccc2)cc1 | -23.2% | 3.5
C/C(N)=C(/C#N)C(=O)CSc1n[nH]c(-c2ccccc2Br)n1 | 23.5% | -0.9
COc1ccc(SCCCn2c(=O)c3c(ncn3C)n(C)c2=O)cc1 | 2.2% | -4.6
Cc1ccccc1-n1nc2c(c1NC(=O)C(C)(C)C)CS(=O)(=O)C2 | 11.3% | 1.6
S=C(Nc1cccnc1)Nc1ccccn1 | 12.9% | 1.5
Cn1c(SCc2nc(-c3ccc(Cl)cc3)no2)nnc1-c1ccco1 | 5.8%[9.22 µM] | 11.6
CCCN(CCO)Cc1cccc(Br)c1 | i | .
Cc1nnc(NC(=O)C(C)Sc2nncn2C)s1 (stereo not given) | ? | .
CCOc1ccc(NC(=O)CCn2nc(C)c(S(=O)(=O)N3CCCCC3)c2C)cc1 | 4.4% | 5.5
CC(C)c1ccc(/C=N/n2nnnc2Nc2ccccc2)cc1 | ? | .
Cc1c(C2N3CC4(C)CN2CC(C)(C3)C4=O)c2ccccc2n1C (stereo not given) | ? | .
COc1ccc2c(c1)[nH]c1c(=O)n(Cc3ccco3)cnc12 | ? | .
O=C(N1CCC(n2nc(-c3ccccc3)oc2=O)CC1)C1(c2ccccc2)CC1 | -0.8% | -3.4
Cc1cc2[nH]c(=O)c3ccccc3n2n1 | 9.5% | .
CN(C)N1C(N)=C(C#N)C(c2cccc([N+](=O)[O-])c2)C2=C1CC(C)(C)CC2=O (stereo not given) | i | 4.2
O=C(CSCc1ccc(Cl)cc1)Nc1ccc2c(c1)OCO2 | ? | .
CCC(C)(C)NC(=O)CN(Cc1ccc(OC)cc1)C(=O)CCC(=O)Nc1nccs1 | -11.3% | -9.0
Cc1cccc(C)c1OCC(=O)N/N=C/c1ccncc1 | 15.6% | 1.1
CN(CC(=O)Nc1ccccc1Cl)C(=O)COC(=O)Cc1ccc(F)cc1 | -12.1% | -11.6
Cc1ccccc1NC(=O)CC(O)(C(F)(F)F)C(F)(F)F | ? | .
CC(CC(=O)NNC(=O)c1cccc(Cl)c1)c1ccccc1 (stereo not given) | ? | .
COc1cc2c(cc1OC)CN(CC(=O)Nc1ccc(Cl)cc1Cl)CC2 | -10.2% | -5.9
CC(=O)Nc1ccc(S(=O)(=O)NC2CC3CCC2C3)cc1 (stereo not given) | ? | .
Cc1cs/c(=N\N=C\c2ccccc2)n1Cc1ccco1 | 7.7% | 0.1

The list continues:
compound | Lipid storage S3 | Lipid storage S3 cell count max
O=C(c1ccc2[nH]ccc2c1)N1CCCC(Nc2ccccc2)C1 (stereo not given) | ? | .
O=C(NC1CCN(S(=O)(=O)c2ccccc2)CC1)c1cccc(F)c1 | ? | .
O=C(CSc1cccc[n+]1[O-])Nc1cc(S(=O)(=O)N2CCOCC2)ccc1Cl | ? | .
COCC1CCCC1OS(N)(=O)=O (stereo not given) | i | 22.0
CC1CC=C(c2ccccc2)C(=S)N1 (stereo not given) | ? | .
O=C(Nc1cccc(O)c1)c1cccc(C(=O)Nc2cccc(O)c2)c1 | ? | .
COc1cc(C)ccc1S(=O)(=O)n1nc(C)cc1C | 3.4% | 16.7
O=C(CSc1nnc(-c2cccc(Cl)c2)o1)Nc1ccc2c(c1)OCCO2 | 3.1% | -13.3
CN(C(=O)C(Cl)Cl)C1CC2C=CC1C2 (stereo not given) | 1.8% | 1.4
O=S(=O)(NC1CCCCCCC1)c1ccccc1F | ? | .
Cc1c(C(=O)NCC2COc3ccccc3O2)oc2ccc(S(=O)(=O)N(C)C3CCCCC3)cc12 (stereo not given) | ? | .
Cc1cc(CSCc2ccc(Cl)cc2)no1 | -5.2% | -6.5
Cc1noc2ncnc(Oc3cc(Cl)ccc3Cl)c12 | -23.3% | 2.2
CCOC(=O)N1CCC(NC(=O)C2CCC(CNS(=O)(=O)c3ccc(OC)cc3)CC2)CC1 (stereo not given) | ? | .
N#Cc1ccc(C(=O)CSc2nnc(-c3ccc(C(F)(F)F)cn3)s2)cc1 | ? | .
COCCn1ccc(O)c(Cc2ccccc2)c1=O | ? | .
O=C(Nc1ccc([N+](=O)[O-])cc1)Nc1ccc2[nH]c(=O)[nH]c2c1 | ? | .
O=C(CNC(=O)c1ccc(S(=O)(=O)N2CCCC2)cc1)N/N=C/c1ccco1 | -20.2% | 1.8
O=C(CCN1CCCCCC1)Nc1ccc(F)cc1 | -0.1% | -3.7
Cc1ccc(/C=C/C(=O)Nc2nc3ccccc3[nH]2)cc1 | -4.4% | -10.6
COc1ccc(N2CCN(C(c3cccs3)c3nnnn3C3CCCC3)CC2)cc1 (stereo not given) | ? | .
O=C(c1nc(-c2ccccc2)n(-c2ccccc2)n1)N1CCCCCC1 | ? | .

3 compounds picked at random from the list so far, as already listed:
compound | Lipid storage S3 | Lipid storage S3 cell count max
O=C(CSc1cccc[n+]1[O-])Nc1cc(S(=O)(=O)N2CCOCC2)ccc1Cl | ? | .
Cc1c(C(=O)NCC2COc3ccccc3O2)oc2ccc(S(=O)(=O)N(C)C3CCCCC3)cc12 (stereo not given) | ? | .
O=S(=O)(NC1CCCCCCC1)c1ccccc1F | ? | .

Source: PubChem (National Center for Advancing Translational Sciences (NCATS))

These rows are one share of the data (hit frequency here may not be typical).
